FBW7 activator: FBW7 E3 ligase activators, primary screen, biochemical, AlphaScreen, human; F-box/WD repeat-containing protein 7 (Homo sapiens), Q969H0; AlphaScreen FBW7–phospho-cyclin E peptide binding, activator screen; normalized activity (activation), % at 26.1 µM; actives 0.13% (n = 650,000); AID 1259310, 2017; in the data active = normalized activity above about 1.9%;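 note: purified mutant Fbw7 with reduced substrate affinity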
MITF inh: MITF inhibitors, primary screen, biochemical, AlphaScreen, human. Microphthalmia-associated transcription factor (Homo sapiens), O75030. AlphaScreen MITF homodimerization, bead proximity signal. inhibition, % at 2.6 µM. actives 0.91% (n = 650,000). AID 1259374, 2018; in the data active = inhibition above about 50%;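 note: 0% = vehicle wells with protein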
Target sequence (O75030 whole entry, looked up): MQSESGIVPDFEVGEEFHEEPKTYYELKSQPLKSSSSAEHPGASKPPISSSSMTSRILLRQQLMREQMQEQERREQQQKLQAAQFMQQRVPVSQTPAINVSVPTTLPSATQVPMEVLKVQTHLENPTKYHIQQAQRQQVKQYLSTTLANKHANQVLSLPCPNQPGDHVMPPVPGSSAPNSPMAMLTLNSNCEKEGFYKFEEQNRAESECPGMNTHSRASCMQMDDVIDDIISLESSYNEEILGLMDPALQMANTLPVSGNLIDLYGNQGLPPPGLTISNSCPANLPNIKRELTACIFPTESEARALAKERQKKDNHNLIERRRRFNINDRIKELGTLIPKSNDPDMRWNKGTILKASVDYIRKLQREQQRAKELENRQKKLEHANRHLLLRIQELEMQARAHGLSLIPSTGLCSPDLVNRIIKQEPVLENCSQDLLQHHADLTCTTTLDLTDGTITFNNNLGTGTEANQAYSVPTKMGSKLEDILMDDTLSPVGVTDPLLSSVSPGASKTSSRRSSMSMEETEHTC
TEAD-YAP block: TEAD-YAP interaction inhibition, primary screen, TEAD-YAP interaction inhibitor project, luminescence, HEK-TIYL cells | TEAD-Gal4/YAP UAS-luciferase luminescence | inhibition, % at 9.12 µM | actives 1.4% (n = 640,000) | AID 1259422, 2018; in the data active = inhibition above about 32%;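 note: 0% = median of test compound wells and 100% = reference inhibitor wells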
GPR151 ag: activators of human GPR151, primary screen, cell-based, PathHunter beta-arrestin, luminescence; G-protein coupled receptor 151 (Homo sapiens), Q8TDV0; PathHunter beta-arrestin GPR151 cells; activation, % at 11.2 µM; actives 1% (n = 650,000); AID 1508602, 2020; in the data active = activation above about 4.9%;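 note: 0% = median of compound wells and 100% = cells with positive control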
Target sequence (Q8TDV0 whole entry, looked up): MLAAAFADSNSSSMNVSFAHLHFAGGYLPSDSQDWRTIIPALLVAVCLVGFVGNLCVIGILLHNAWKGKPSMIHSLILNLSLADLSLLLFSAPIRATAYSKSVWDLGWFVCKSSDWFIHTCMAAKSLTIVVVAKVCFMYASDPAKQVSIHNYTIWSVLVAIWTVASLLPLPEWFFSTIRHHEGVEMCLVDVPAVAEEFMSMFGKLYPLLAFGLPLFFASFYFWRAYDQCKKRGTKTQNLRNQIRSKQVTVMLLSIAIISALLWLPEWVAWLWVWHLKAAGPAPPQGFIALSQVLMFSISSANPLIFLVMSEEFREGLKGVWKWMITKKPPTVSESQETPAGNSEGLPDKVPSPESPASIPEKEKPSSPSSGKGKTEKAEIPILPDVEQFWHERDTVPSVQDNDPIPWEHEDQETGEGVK
The depositor's hits bear a star.

Each structure is followed by: FBW7 activator | MITF inh | TEAD-YAP block | GPR151 ag
- CCC(C)NC(=O)CCC(=O)N1CCOc2ccccc21 (stereo unspecified)
  0.0 | 1 | -2 | 1.7
- CCOC(=O)Cn1c(=NC(=O)C2CCCCN2S(C)(=O)=O)sc2cc(F)ccc21 (stereo unspecified)
  -0.1 | 4 | -3 | 0.3
- O=C(/C=C/c1ccccc1)NNC(=O)c1ccc(O)c(O)c1
  -0.3 | 6 | 11 | 1.2
- N#Cc1cccc(NC(=O)COC(=O)c2ccc([N+](=O)[O-])o2)c1
  0.0 | 9 | 12 | -0.8
- Cc1cccc(C(=O)Nc2ccc(C(=O)n3nc(C)cc3C)cc2)c1
  0.0 | 1 | -9 | -4.0
- Cc1ccc(NC(=O)c2ccco2)c(C)c1
  0.0 | -2 | -19 | -0.3
- CSc1ccc(-c2ncnn2-c2ccc(C)c(Cl)c2)cc1
  0.0 | 10 | 0 | -0.7
- CC1=C(C(=O)OCCOc2ccccc2)C(c2ccncc2)C2=C(CC(C)(C)CC2=O)N1 (stereo unspecified)
  0.4 | -20 | 9 | 0.3
- O=C(NCc1nc2ccccc2[nH]1)c1cc(N2CCCC2CO)nc2ccccc12 (stereo unspecified)
  0.1 | 18 | -1 | -1.9
- Cc1ccc(NC(=O)c2nn3c(C(F)(F)F)cc(-c4ccccc4)nc3c2Cl)cc1C
  0.5 | 13 | 12 | -0.5
- CCc1c(C)sc(NC(=O)CCC(=O)O)c1C(N)=O
  0.1 | 2 | 3 | 2.5
- Cc1ccc2oc(=O)c3cnn(CC(=O)N(C)c4ccc(Br)cc4)c3c2c1
  0.1 | -10 | -13 | 0.1
- COc1ccc(-c2nc(Nc3ccc(N4CCOCC4)cc3)c3ncn(-c4ccsc4)c3n2)cn1
  -0.1 | -2 | 45* | -0.6
- Oc1cccc2ccc(N3CCOCCOCCN(c4ccc5cccc(O)c5n4)CCOCCOCC3)nc12
  0.0 | 5 | -2 | -1.2
- O=C(NCc1nnc2n1CCN(Cc1ccc(N3CCCC3)cc1)CC2)c1ccccc1
  0.1 | 10 | 2 | -0.4
- CC(=O)Oc1ccc(N2C(=O)c3cccc([N+](=O)[O-])c3C2=O)cc1
  -0.1 | 5 | -8 | 1.0
- Cc1[nH]n(-c2cccc(Cl)c2)c(=O)c1/C=N/n1c(C)nc2ccccc2c1=O
  -0.7 | -9 | -11 | -1.5
- CCOC(=O)COc1ccccc1/C=N/Nc1ccc([N+](=O)[O-])cc1
  0.1 | -2 | 10 | -0.5
- CC(=O)Nc1nonc1C(N)=O
  0.0 | -3 | 8 | -1.1
- Cn1c(=NC(=O)c2cc(=O)c3ccccc3o2)sc2cccc(F)c21
  1.0 | -12 | -21 | -0.1

A section from further up, for reference:
Each structure is followed by: FBW7 activator | MITF inh | TEAD-YAP block | GPR151 ag
- CCOC(=O)Cn1c(=NC(=O)C2CCCCN2S(C)(=O)=O)sc2cc(F)ccc21 (stereo unspecified)
  -0.1 | 4 | -3 | 0.3
- O=C(/C=C/c1ccccc1)NNC(=O)c1ccc(O)c(O)c1
  -0.3 | 6 | 11 | 1.2
- N#Cc1cccc(NC(=O)COC(=O)c2ccc([N+](=O)[O-])o2)c1
  0.0 | 9 | 12 | -0.8
- Cc1cccc(C(=O)Nc2ccc(C(=O)n3nc(C)cc3C)cc2)c1
  0.0 | 1 | -9 | -4.0
- Cc1ccc(NC(=O)c2ccco2)c(C)c1
  0.0 | -2 | -19 | -0.3
- CSc1ccc(-c2ncnn2-c2ccc(C)c(Cl)c2)cc1
  0.0 | 10 | 0 | -0.7
- CC1=C(C(=O)OCCOc2ccccc2)C(c2ccncc2)C2=C(CC(C)(C)CC2=O)N1 (stereo unspecified)
  0.4 | -20 | 9 | 0.3
- O=C(NCc1nc2ccccc2[nH]1)c1cc(N2CCCC2CO)nc2ccccc12 (stereo unspecified)
  0.1 | 18 | -1 | -1.9
- Cc1ccc(NC(=O)c2nn3c(C(F)(F)F)cc(-c4ccccc4)nc3c2Cl)cc1C
  0.5 | 13 | 12 | -0.5
- CCc1c(C)sc(NC(=O)CCC(=O)O)c1C(N)=O
  0.1 | 2 | 3 | 2.5
- Cc1ccc2oc(=O)c3cnn(CC(=O)N(C)c4ccc(Br)cc4)c3c2c1
  0.1 | -10 | -13 | 0.1
- COc1ccc(-c2nc(Nc3ccc(N4CCOCC4)cc3)c3ncn(-c4ccsc4)c3n2)cn1
  -0.1 | -2 | 45* | -0.6
- Oc1cccc2ccc(N3CCOCCOCCN(c4ccc5cccc(O)c5n4)CCOCCOCC3)nc12
  0.0 | 5 | -2 | -1.2
- O=C(NCc1nnc2n1CCN(Cc1ccc(N3CCCC3)cc1)CC2)c1ccccc1
  0.1 | 10 | 2 | -0.4
- CC(=O)Oc1ccc(N2C(=O)c3cccc([N+](=O)[O-])c3C2=O)cc1
  -0.1 | 5 | -8 | 1.0
- Cc1[nH]n(-c2cccc(Cl)c2)c(=O)c1/C=N/n1c(C)nc2ccccc2c1=O
  -0.7 | -9 | -11 | -1.5
- CCOC(=O)COc1ccccc1/C=N/Nc1ccc([N+](=O)[O-])cc1
  0.1 | -2 | 10 | -0.5

Remaining list, next part
Each structure is followed by: FBW7 activator | MITF inh | TEAD-YAP block | GPR151 ag
- COc1ccc(S(=O)(=O)Oc2cc(C)cc(C)c2CN2CCOCC2)cc1
  0.2 | -11 | 37* | -0.4
- C=CCSc1nnc2c(n1)OC(c1sccc1C)N(C(C)=O)c1ccccc1-2 (stereo unspecified)
  0.1 | -7 | 5 | 2.7
- CCn1nnnc1-c1ccc(OC)c(S(=O)(=O)Nc2ccc(I)cc2)c1
  0.1 | 2 | 12 | 0.3
- CCCN1C(=O)c2ccccc2NC1c1ccc2c(c1)OCO2 (stereo unspecified)
  0.1 | -4 | -8 | 1.4
- CCCCCCN1C(=O)C2C(C(=O)Nc3ccc(C)c(Cl)c3)C3C=CC2(O3)C1C(=O)NC1CCCCC1 (stereo unspecified)
  -0.2 | -16 | -2 | -1.2
- CC1=C(C(=O)Nc2ccc(Br)cc2)C(c2ccc(Br)cc2)NC(=O)N1 (stereo unspecified)
  0.0 | 12 | 22 | 0.0
- N#CC1=C2SCN(Cc3ccco3)CN2C(=O)CC1c1ccccc1F (stereo unspecified)
  -0.7 | -11 | -9 | -1.0
- O=[N+]([O-])c1ccc(O)c(/C=N/n2cncn2)c1
  0.0 | 7 | 3 | -0.5
- Cc1nnc(NC(=O)CSc2nnc3n(C4CCCC4)c(=O)c4ccccc4n23)s1
  -0.1 | -4 | 3 | 0.7
- S=C1NC2(CCCCC2)Oc2ccccc21
  -0.3 | -10 | 3 | 1.7
- CC(NC(=O)c1cc2c(s1)CS(=O)(=O)C2)c1ccccc1 (stereo unspecified)
  0.7 | -7 | -7 | -0.4
- COc1cc(C2C(C#N)=C(N)Oc3n[nH]c(-c4ccc5ccccc5c4)c32)ccc1O (stereo unspecified)
  -1.5 | 0 | 10 | 0.3
- Cn1c(CN2CCOCC2)nnc1SCc1ccccc1Cl
  -0.1 | 13 | 2 | -0.4
- O=C(Nc1cccc(NC(=O)c2ccc(Cl)c([N+](=O)[O-])c2)c1)c1cccc(Cl)c1
  0.1 | -5 | 10 | -0.5
- N#CC1=C(N)Oc2cc(N)ccc2C1c1ccc(O)cc1 (stereo unspecified)
  -0.3 | 29 | 6 | 0.0
- Cc1nc2cc(C(F)(F)F)ccc2n1C1CCN(C(=O)C(C)(C)C)CC1
  0.0 | 2 | 1 | 1.5
- C/C(=N\NC(=O)Cc1c(C)nc(C)[nH]c1=O)c1ccc(Cl)cc1
  0.2 | 16 | -8 | -1.1
- Cc1c(Cl)cccc1NC(=O)CN1CCC(NC(=O)C2CCCCC2)CC1
  0.0 | -4 | -9 | 8.4*
- O=C(Nc1ccc(NC(=O)C2CCCCC2)nc1)c1cccc(F)c1
  0.4 | 13 | 0 | 0.0
- Oc1ccc(CCNc2nc(Nc3cnccn3)nc3nc[nH]c23)cc1
  0.0 | -5 | 39* | 0.2
- CCCC(=O)Nc1cccc(NC(=O)COc2ccccc2)c1
  0.0 | -8 | -6 | -0.3
- C=CCN(CC=C)S(=O)(=O)c1ccc(C(=O)Nc2sc3c(c2C(=O)OC)CC(C)(C)NC3(C)C)cc1
  -0.1 | 3 | 13 | 0.2
- CC(=O)c1cccc(NC(=O)COc2cc(C)cc(C)c2)c1
  0.6 | 18 | 1 | -0.7
- COC(=O)c1cc(COC(=O)c2nc3nccc(C)n3n2)oc1C
  0.0 | -11 | 4 | -0.5
- Cc1cccc(N(C(=O)c2csnn2)C(C(=O)NC(C)(C)C)c2cccs2)c1 (stereo unspecified)
  -0.4 | -8 | -2 | -0.9
- CCOc1ccc(Br)cc1/C=N/n1cnnc1
  -0.1 | -2 | 6 | 1.6
- Cc1nn(-c2nnc3c(n2)[nH]c2ccccc23)c2c1C(=O)CC(C)(C)C2
  0.3 | 4 | 7 | -0.1
- Cc1cccc(CC(=O)Nc2cnn(-c3cccc(C(=O)N4CCC[C@H]4CO)c3)c2)c1
  -0.2 | -1 | 14 | -0.6
- COCCn1nnnc1CN(CCc1ccccc1)Cc1cc2ccc(C)cc2[nH]c1=O
  -0.1 | -3 | -6 | 0.3
- Cn1nc(C(C)(C)C)cc1C(=O)N1CCC(c2c(S(C)(=O)=O)cnc3ncnn23)CC1
  -0.1 | 47 | 3 | -0.1
- CC(=O)N/C(=C/c1ccccc1)C(=O)O
  -0.1 | -5 | 5 | -0.9
- O=C1c2cccc3c([N+](=O)[O-])ccc(c23)C(=O)N1Nc1ccccc1[N+](=O)[O-]
  -0.1 | 4 | 2 | -0.4
- O=C(NCCN1CCOCC1)c1ccc(Cl)c(Cl)c1
  -0.1 | -11 | -5 | 0.8
- CC1=C(C(=O)OCCC#N)C(c2cccc(Oc3ccccc3)c2)NC(=O)N1 (stereo unspecified)
  -0.1 | -1 | -9 | 0.1
- Cc1cccc(N2C(=O)CN=C2Nc2cccc(C)c2C)c1
  1.4 | 35 | 1 | 1.6
- Oc1ccccc1C(C#Cc1ccccc1)N1CCOCC1 (stereo unspecified)
  -0.1 | -1 | -6 | -0.1
- CN(CC(=O)Nc1ccc(Cl)cc1)CC(=O)Nc1ccc(C(N)=O)cc1
  0.1 | -6 | 4 | 5.4*
- Cc1ccc(NC(=O)c2nc3c(nnn3Cc3ccc4c(c3)OCO4)c(=O)[nH]2)cc1
  -0.1 | 3 | 11 | 0.9
- CC(C(N)=O)N1C(=O)c2cccc3cccc1c23 (stereo unspecified)
  0.3 | 12 | 0 | -1.4
- COCC(=O)Nc1ccc(Br)c(C)c1
  -0.2 | 11 | -3 | 4.8
- CN(C)c1cccc(NC(=O)CCc2ccccc2)c1
  0.3 | 14 | -22 | -0.6
- CCCCn1c(SC(C(=O)NC(N)=O)C(C)C)nc2ccccc2c1=O (stereo unspecified)
  0.0 | 9 | 3 | -0.1
- CC(C)(/C=N/NC(=O)c1ccc([N+](=O)[O-])cc1)CO
  0.1 | 9 | -1 | -0.6
- C=CCN1C(=O)C2C(C(=O)NCc3cccs3)C3C=CC2(O3)C1C(=O)NC(C)(C)C (stereo unspecified)
  0.1 | 2 | 0 | 0.3
- CCOC(=O)C1=C(O)/C(=C/c2ccc(OC)cc2)SC1=Nc1ccc(OC)cc1
  0.2 | 8 | 0 | 0.2
- Cc1ccc(S(=O)(=O)NC(C(=O)N2CCOCC2)C(C)C)cc1 (stereo unspecified)
  0.2 | 11 | -9 | 2.5
- CC(=O)Nc1ccc(NC(=O)C(C)N(c2ccc(C)c(C)c2)S(C)(=O)=O)cc1 (stereo unspecified)
  0.1 | 15 | -4 | 0.1
- CC(C)(C)NS(=O)(=O)c1ccc(S(=O)(=O)c2ccc(S(=O)(=O)NC(C)(C)C)cc2)cc1
  0.2 | 0 | 0 | -0.2
- CCc1nnc2nc(-c3ccc(NC(=O)CCc4c(C)noc4C)cc3)cn2c1CC
  0.0 | 9 | 1 | 0.4
- Cc1ccc(C)c(N2CCN(C(=O)c3cnn4c(C)c(Cc5ccccc5Cl)c(C)nc34)CC2)c1
  0.0 | 0 | 6 | 3.7

Next compounds
Each structure is followed by: FBW7 activator | MITF inh | TEAD-YAP block | GPR151 ag
- Cc1ccc(C(=O)N2CCN3C(=O)[C@H]([C@@H](C)OCc4ccccc4)NC(=O)[C@H]3C2)cc1F
  0.0 | 9 | 4 | -1.1
- O=C(CSc1nnc(-c2ccc(F)cc2)o1)Nc1ccccc1O
  -0.2 | 1 | 18 | -0.9
- O=C(CSc1nc2ccccc2s1)NNS(=O)(=O)c1ccccc1F
  0.1 | -4 | -8 | -0.7
- O=C(O)c1c(CNCCc2c[nH]c3ccccc23)c2ccccc2n1Cc1ccc(F)cc1
  0.5 | 19 | 7 | -0.8
- Cn1c(=O)n(Cc2ccc(-c3nnc(N)s3)cc2)c(=O)c2c1ncn2Cc1ccccc1
  0.0 | -6 | -14 | -1.3
- COc1cccc(N2CCN(C(=O)Cn3cnc4ccccc4c3=O)CC2)c1
  -0.2 | 7 | 1 | -0.3
- O=C(Cc1ccccc1)N1CCN(S(=O)(=O)c2ccc(F)cc2)CC1
  -0.1 | 0 | 5 | -1.2
- CC(=O)c1ccc(OC(=O)C2CCCCC2)cc1
  0.2 | 4 | -9 | 0.2
